High-throughput results as filed in PubChem BioAssay.
aSyn yeast inh: alpha-synuclein toxicity inhibition in yeast. 370,000 tested, 0.14% active. Yeast expressing alpha-synuclein, growth rescue, BacTiter-Glo, 24 h. Potency, µM (highest dose often 46.1 µM), inactives show at the top dose growth rescue (activation), hits mostly activators; also: potency is read from the fitted curve at half-maximal effect; % of control where 0% means no effect; nearly all actives have a fitted effect of over 65% in size
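Readout is rescue of growth in alpha-synuclein-expressing yeast, so inhibitors of toxicity appear as activators. Growth after 24 hr at 30 deg C in galactose medium is quantified by luminescence.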
KB-V1 cytotox: kills drug-selected multidrug resistant KB-V1 cells; AID 1347076; KB-V1 MDR cells viability, CellTiter-Glo, 72 h; Potency, µM (top dose mostly 46.1 µM), for inactives: top-dose activity change, negative = cytotoxicity, usual class: cytotoxic; 400,000 tested, 3.4% active; also: potency is read from the fitted curve at half-maximal effect; % is scaled to controls: 0 for no effect and ±100 for the full control effect; nearly all actives have a fitted effect of over 60% in size
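Readout: CellTiter-Glo luminescence, 10 min after addition. Cells: KB-V1 MDR subline, 72 h at 37 degrees C with compound. Analysis: corrected, normalized data fitted to concentration-effect curves.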
GLP1R cytotox: cytotoxic in the GLP-1 receptor inverse agonist counter-screen; HEK293 cAMP-luciferase reporter cells, luminescence, 24 h; Potency, µM (titrated, usually from 38.3 µM), for inactives: top-dose activity change, negative = inhibition, usual class: inhibitors; 410,000 tested, 0.13% active; AID 624418;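 also: loss of luciferase light is scored as toxicity; potency is read from the fitted curve at half-maximal effect; % is scaled to controls: 0 for no effect and ±100 for the full control effect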
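Seeding density was 200 cells/uL; after overnight-length (12 h) culture, 23 nL compounds went on for 24 h at 37 °C. Readout used a luciferase detection reagent, luminescence taken after 12 min at room temperature.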
GLP-1R agonist: agonists of human GLP-1 receptor. HEK293 GLP-1R CRE-luciferase, luminescence, 4-6 h; cells express a hypersensitive GLP-1R form. Potency, µM (highest dose often 45.6 µM), without a hit: at the top dose activation, most hits filed as activators. 380,000 tested, 0.007% active. AID 624172; also: potency is read from the fitted curve at half-maximal effect; % of control where 0% means no effect
TDP-43 yeast inh: inhibitors of TDP-43 toxicity in yeast | TDP-43 expressing yeast growth rescue, BacTiter-Glo, 24 h | Potency, µM (series often up to 46.1 µM), inactives show top-dose growth rescue (activation), actives largely listed as activators | 410,000 tested, 1.8% active; also: potency is read from the fitted curve at half-maximal effect; % of control where 0% means no effect; nearly all actives have a fitted effect of over 50% in size
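In this qHTS, compounds that restore growth of yeast expressing TDP-43 appear as activators. Cells (OD600=0.02, galactose medium, raffinose-pregrown) are incubated with compound 24 hr at 30 deg C and growth is quantified by BacTiter-Glo.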
GLP-1R inv ag: acts as inverse agonist at human GLP-1 receptor. P43220. HEK293 GLP-1R CRE-luciferase, luminescence, 24 h; GLP-1R form is constitutively active. Potency, µM (series often up to 38.3 µM), for the others: at the highest dose activity change, negative = inhibition, actives largely listed as inhibitors. 410,000 tested, 1.6% active. AID 624417; also: potency is read from the fitted curve at half-maximal effect; % is scaled to controls: 0 for no effect and ±100 for the full control effect; nearly all actives have a fitted effect of over 55% in size
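Luminescence readout: a drop in cAMP-driven luciferase signal flags inverse agonism at a constitutively active GLP-1R stably expressed in HEK293. Compound exposure lasted 24 hr at 37 deg C, 5% CO2.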
DRD3 antagonist: blocks the human D3 dopamine receptor; P35462; AID 652054; 360,000 tested, 2.5% active; D3R cells, DiscoveRx beta-arrestin luminescence, antagonist mode; stronger effect = lower value; max response, negative = inhibition, %; in the data active = max response below about -50%; inconclusive = no clear call, values can overlap the other calls; also: % is scaled to controls: 0 for no effect and ±100 for the full control effect; mostly tested at two doses, the higher about 12 µM
Target sequence (P35462 whole entry, looked up): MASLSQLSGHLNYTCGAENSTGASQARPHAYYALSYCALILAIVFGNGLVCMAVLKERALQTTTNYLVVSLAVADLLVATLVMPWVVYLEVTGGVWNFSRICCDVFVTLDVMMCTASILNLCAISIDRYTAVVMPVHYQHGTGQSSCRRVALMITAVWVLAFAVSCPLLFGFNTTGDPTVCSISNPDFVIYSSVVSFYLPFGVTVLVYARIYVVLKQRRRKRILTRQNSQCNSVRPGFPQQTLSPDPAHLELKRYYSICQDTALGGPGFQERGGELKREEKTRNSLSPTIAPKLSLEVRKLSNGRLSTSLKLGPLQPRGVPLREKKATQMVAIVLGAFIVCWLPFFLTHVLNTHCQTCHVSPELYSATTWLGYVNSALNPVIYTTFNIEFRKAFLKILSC
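Cells expressing the human receptor were seeded at 1500 cells/well, incubated overnight at 37 degrees C in 5% CO2, then exposed to library compounds with dopamine controls for 90 minutes at 37 degrees C before luminescent detection.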
PTHR1 ag: PTHR1 (human) receptor agonism | Potency, µM (doses to about 115 µM), for inactives: at the highest dose activation, actives largely listed as activators | 410,000 tested, 0.075% active | AID 743266 | HEK293 GP2 PTHR1 cells, GloSensor cAMP luminescence, 1 h | Q03431; also: potency is read from the fitted curve at half-maximal effect; nearly all actives have a fitted effect of over 55% in size; some results filed as inactive show a strong effect at the top dose; inactives centre near -15; many of its hits are not listed in these tables
Target sequence (Q03431 whole entry, looked up): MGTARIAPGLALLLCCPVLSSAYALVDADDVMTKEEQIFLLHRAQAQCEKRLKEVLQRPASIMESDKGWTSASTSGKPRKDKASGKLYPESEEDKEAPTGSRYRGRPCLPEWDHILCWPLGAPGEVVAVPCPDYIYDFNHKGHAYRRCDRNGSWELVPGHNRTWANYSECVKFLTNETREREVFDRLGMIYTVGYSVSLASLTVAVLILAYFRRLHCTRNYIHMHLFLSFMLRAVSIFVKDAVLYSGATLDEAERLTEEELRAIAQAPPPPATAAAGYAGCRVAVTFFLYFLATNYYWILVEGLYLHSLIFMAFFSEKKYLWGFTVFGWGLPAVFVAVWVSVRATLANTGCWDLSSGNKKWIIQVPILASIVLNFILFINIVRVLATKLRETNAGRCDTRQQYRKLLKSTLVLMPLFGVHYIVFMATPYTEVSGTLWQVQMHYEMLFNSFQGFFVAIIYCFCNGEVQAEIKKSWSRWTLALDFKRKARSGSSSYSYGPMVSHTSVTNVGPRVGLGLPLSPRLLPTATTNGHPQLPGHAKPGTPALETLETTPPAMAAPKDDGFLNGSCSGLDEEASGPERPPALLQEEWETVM
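HEK-293-derived GP2 cells expressing PTHR1 and a GloSensor cAMP reporter, 3,000/well, plated overnight, given luciferin plus IBMX (each 0.5 mM as added) for 1 h at 37 °C, then compound for 1 h at 37 °C. Luminescence was read after 15 min at room temperature.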
DRD3 agonist: activates the human D3 dopamine receptor; P35462; D3R DiscoveRx beta-arrestin cells, luminescence, 90 min; max activation, %; 410,000 tested, 0.58% active; in the data active = max activation above about 30%; also: 0% is about no effect; mostly tested at two doses, the higher about 12 µM
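Agonist mode: compounds and dopamine controls were applied to plated cells for 90 min at 37 degrees C after an overnight attachment at 1500 cells/well. Luminescent read-out followed 30 - 60 minutes at room temperature with DiscoveRx detection reagent.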
An asterisk follows results filed as active; i = inactive; ? = inconclusive; nt = not tested or not shown; [ ] = remark or other dose. Unless noted, calls follow the shape of the dose curve; as a rule, active = well fitted curve in the direction sought with a large enough effect; inconclusive = small, poorly fitted or top-dose-only effect, or another doubt; inactive = no such curve, though single readings can be large; an effect the other way counts as inactive or inconclusive. Only part of the results is shown (hit frequency here may not be typical).

no.	Molecule	aSyn yeast inh	KB-V1 cytotox	GLP1R cytotox	GLP-1R agonist	TDP-43 yeast inh
1	CCC(NC(=O)c1ccccc1NC(=O)C(C)(C)C)C(=O)N1CC(C)OC(C)C1 (stereo not given)	0%	10%	-11%	11%	4%
2	Cc1ccc(/C=N/NC(=O)c2ccc3ccccc3c2)s1	-18%	?	-39%	11%	14%
3	COc1ccc(-c2cc3ccc(OCC(C)=O)cc3oc2=O)cc1OC	-1%	-24%	40%[activator]	-6%	-7%
4	O=C(O)CCNC(=S)Nc1cccc(F)c1	2%	3%	5%	-5%	2%
5	CCOC(=O)C1(S(=O)(=O)c2ccc(Cl)cc2)CCN(Cc2ccc(C)cc2)CC1	7%	21µM*	-7%	-1%	0%
6	COc1ccc(Nc2nnc(SC(C(=O)Nc3ccc(OC)c(Cl)c3)c3ccccc3)s2)cc1 (stereo not given)	1%	-26%	7%	8%	-5%
7	Nc1nonc1C(=O)N1CCCC1	8%	-7%	-2%	1%	-11%[0.397 µM]
8	COC(=O)C(CC(=O)c1ccccc1)CC(=O)c1ccccc1	6%	-2%	-1%	2%	12%
9	Cc1nn(C(C)C(=O)N/N=C/c2ccc(N(C)C)cc2)c(C)c1[N+](=O)[O-] (stereo not given)	-6%	-7%	10%	0%	-23%
10	CSc1nnc(-c2ccccc2)n1C	-2%	-8%	3%	1%	-15%
11	CN(Cc1cnccn1)C(=O)CC1C(=O)NCCN1Cc1c(F)cccc1Cl (stereo not given)	-5%	?	4%	0%	-11%
12	COc1ccc(S(=O)(=O)NCCc2c[nH]c3ccc(Cl)cc23)cc1	1%	11%	-9%	-1%	19%

no.	GLP-1R inv ag	DRD3 antagonist	PTHR1 ag	DRD3 agonist
1	-6%	13	i	3
2	10%	-27	i	-12
3	57%[activator]	-5	i	3
4	4%	12	-12%	5
5	0%	-7	?	-23
6	?	-23	i	-15
7	12%	6	i	5
8	-7%	1	i	1
9	1%	7	-42%[inhibitor]	13
10	0%	-14	i	-7
11	14%	-1	i	2
12	?	2	-12%	3

Later entries.
no.	Molecule	aSyn yeast inh	KB-V1 cytotox	GLP1R cytotox	GLP-1R agonist	TDP-43 yeast inh
13	C=CCNC(=O)Nc1ccc2oc(C)nc2c1	-3%	1%	0%	-4%	-15%
14	COc1cc(C(=O)OCC(=O)N(CC(C)C)C2CCS(=O)(=O)C2)ccc1OCC(C)C (stereo not given)	-1%	-2%	5%	16%	-17%
15	Cc1ccc(-c2nnc(Nc3ccccc3)c3ccccc23)cc1S(=O)(=O)N1CCOCC1	nt	3%	-4%	nt	8%
16	CC(C)(C)c1ccc(Cn2nnc3c(=O)[nH]c(C4CCCN(C(=O)Cc5cccs5)C4)nc32)cc1 (stereo not given)	1%	?	?	5%	-8%
17	CC(C)N=C1NN=C(c2cccs2)CS1	-3%	-19%	7%	1%	15%
18	COc1ccc(C(=O)Oc2cc(N)n(S(=O)(=O)c3ccc(C)cc3)n2)cc1	10%	18%	5%	21%	21%
19	O=C(CCn1cccn1)N1CCCC(Nc2ccc(F)c(F)c2)C1 (stereo not given)	-3%	-20%	5%	1%	25%
20	COc1ccc(OCCCCN2CCC(C)CC2)cc1	-8%	-8%	1%	1%	-5%
21	O=C(CCCOC(=O)c1ccc(O)cc1O)c1ccc(Br)cc1	1%	?	13%	0%	-9%
22	CCN(CC)c1nn2c(=O)c(C(=O)NCc3ccc(F)cc3)cnc2s1	nt	nt	-7%	nt	14%
23	Cc1cccc(C)c1NC(=O)C1CC(=O)N(C(C)C)C1 (stereo not given)	0%	-4%	-8%	-7%	-2%
24	COC(=O)CC(NC(=O)Nc1ccc(C)cc1)c1cccc([N+](=O)[O-])c1 (stereo not given)	0%	0%	9%	-1%	-2%

no.	GLP-1R inv ag	DRD3 antagonist	PTHR1 ag	DRD3 agonist
13	2%	-17	i	4
14	?	-15	3%	-14
15	6%	nt	-22%	-12
16	-17%	-29	-1%[57.5 µM]	-10
17	-15%	-4	-30%	2
18	-21%	-7	-10%	14
19	-8%	-16	1%	-2
20	-11%	-67*	i	-19
21	?	?	-46%[inhibitor]	-16
22	4%	nt	i	-11
23	8%	-5	i	8
24	7%	-19	-12%	-6

New compounds follow:
no.	Molecule	aSyn yeast inh	KB-V1 cytotox	GLP1R cytotox	GLP-1R agonist	TDP-43 yeast inh
25	CCCCc1c(-c2ccc(OC)c(OC)c2)ncn1CCc1ccccc1OC	9%	9.2µM*	0%	-5%	20%
26	CCOC(=O)c1sc(NC(=O)C(CC)Sc2nc3ccccc3[nH]2)nc1C (stereo not given)	-3%	0%	-8%	8%	-2%
27	COc1ccc(NC(=O)c2ccc3ccccc3c2)cc1NS(=O)(=O)c1ccc(F)cc1	5%	21µM*	-2%	0%	3%
28	CC(=O)N1c2ccc(S(=O)(=O)N3CCCC3)cc2CC1C(=O)NCc1ccc(OC(C)C)cc1 (stereo not given)	2%	4%	-5%	10%	-21%
29	O=C(Nc1ccc(Cl)cc1)c1ccc(-n2cncn2)c([N+](=O)[O-])c1	-2%	?	-19%	-2%	-20%
30	Cc1cc(C)cc(NC(=S)N(Cc2ccc(Br)cc2)Cc2ccc(C(=O)O)cc2)c1	-46%[inhibitor]	2%	5%	16%	-9%[0.397 µM]
31	COC(=O)[C@@]1(Cc2ccc(OC)cc2)[C@H]2c3cc(C(=O)N(C)C)n(C[C@H](O)CO)c3C[C@H]2CN1C(=O)c1ccccc1	8%	5%	-3%	5%	9%
32	Cc1cccc(NC(=O)c2cc(-c3cc(C)ccc3O)n[nH]2)c1	-4%	0%	3%	2%	-1%
33	COc1ccc(NC(=O)C2(C)CCN2C)cc1OC (stereo not given)	-4%	1%	-2%	-6%	5%
34	CCOC(=O)c1c(-c2ccc(Cl)cc2)c(C#N)c(=O)n(N)c1N	0%	-8%	-15%	-7%	20%
35	O=C(Nc1c(-c2ccccc2)nc2ncccn12)c1cc2ccccc2oc1=O	22%	20%	1%	0%	5%
36	Cn1c(C(=O)N2CCCCCC2)cc2c(=O)n(C)c3ccccc3c21	-5%	10%	-29%	0%	?

no.	GLP-1R inv ag	DRD3 antagonist	PTHR1 ag	DRD3 agonist
25	?	10	-38%[inhibitor]	10
26	-14%	22	-17%[57.5 µM]	0
27	?	13	-4%	-4
28	-3%	9	-21%	8
29	?	0	-41%[inhibitor]	-1
30	?	3	-27%	5
31	1%	17	-23%	6
32	19%	-14	-9%	-17
33	-10%	0	-10%	-9
34	-12%	10	i	0
35	11%	-18	i	5
36	9%	2	i	0

Remaining list, next part:
no.	Molecule	aSyn yeast inh	KB-V1 cytotox	GLP1R cytotox	GLP-1R agonist	TDP-43 yeast inh
37	CC(C)c1ccc(/C=C/C(=O)N2CCc3ccccc3C2)cc1	-9%	?	8%	-1%	-9%
38	CCc1ccc(/C=N/NC(=O)Cc2ccc(OC)c(OC)c2)s1	1%	-13%	-20%	2%	-5%
39	CN1C(=O)/C(=C/c2ccc(O)c([N+](=O)[O-])c2)NC1=S	-3%	-9%	?	0%	-12%[9.22 µM]
40	Cc1nc(N2CCN(C)CC2)c2cc(-c3ccccc3)sc2n1	0%	3%	-3%	-6%	nt
41	CC1=NC(C)(C)Cc2ccccc21	-1%	1%	-3%	2%	23%
42	CCS(=O)(=O)c1ccc(C(=O)N2CCN(c3nc4c(OC)ccc(C)c4s3)CC2)cc1	nt	nt	-14%	nt	20%
43	Clc1ccc2nc(-c3cccc(Br)c3)c(Cc3ccsc3)n2c1	-24%	-5%	-7%	0%	-12%
44	CN(Cc1ccccc1)C(=O)COC(=O)COc1ccc(Cl)cc1	-4%	?	13%	-5%	-7%
45	COc1ccc(NS(=O)(=O)c2ccc(NC(=O)CCNS(=O)(=O)c3ccc(C)cc3)cc2)cc1	4%	-9%	-1%	-6%	5%
46	CCOc1ccc2nc(N3CCCC(C(=O)NCCc4ccc(OCC)c(OCC)c4)C3)sc2c1 (stereo not given)	nt	-5%	1%	nt	23%
47	O=C1c2cccnc2C(O)N1Cc1ccc(F)cc1 (stereo not given)	0%	-9%	4%	0%	-3%
48	O=C(Nc1ccn(CCCNCC2CCCCC2)c(=O)n1)OCc1ccccc1	1%	3%	-4%	14%	17%

no.	GLP-1R inv ag	DRD3 antagonist	PTHR1 ag	DRD3 agonist
37	?	0	i	8
38	15%	-5	-4%	2
39	10%	-74*	-4%	-15
40	-8%	2	i	-8
41	0%	7	i	-3
42	-26%	nt	i	-21
43	-2%	22	-56%[inhibitor]	7
44	8%	-8	-1%	1
45	?	7	-16%	4
46	0%	nt	-27%	6
47	4%	-66*	?	4
48	-17%	-15	-19%	-11

Quoted at random: five compounds from above
no.	Molecule	aSyn yeast inh	KB-V1 cytotox	GLP1R cytotox	GLP-1R agonist	TDP-43 yeast inh
39	CN1C(=O)/C(=C/c2ccc(O)c([N+](=O)[O-])c2)NC1=S	-3%	-9%	?	0%	-12%[9.22 µM]
44	CN(Cc1ccccc1)C(=O)COC(=O)COc1ccc(Cl)cc1	-4%	?	13%	-5%	-7%
41	CC1=NC(C)(C)Cc2ccccc21	-1%	1%	-3%	2%	23%
43	Clc1ccc2nc(-c3cccc(Br)c3)c(Cc3ccsc3)n2c1	-24%	-5%	-7%	0%	-12%
38	CCc1ccc(/C=N/NC(=O)Cc2ccc(OC)c(OC)c2)s1	1%	-13%	-20%	2%	-5%

no.	GLP-1R inv ag	DRD3 antagonist	PTHR1 ag	DRD3 agonist
39	10%	-74*	-4%	-15
44	8%	-8	-1%	1
41	0%	7	i	-3
43	-2%	22	-56%[inhibitor]	7
38	15%	-5	-4%	2
